PAD4 FP inh – human PAD4 inhibitors, primary screen, biochemical, fluorescence polarization, 1536-well format | Protein-arginine deiminase type-4 (Homo sapiens), Q9UM07 | recombinant PAD4, RCA probe fluorescence polarization | inhibition, % at 6.36 µM | actives 0.41% (n = 330,000) | AID 485272, 2010;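 active = percent inhibition above a cutoff equal to the mean of all tested compounds plus 3 SD, cut at about 15% in these data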;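 note: 0% = PAD4 with RCA probe and DMSO and 100% = probe without PAD4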
PAFAH1B2 inh – PAFAH1B2 enzyme inhibitors, primary screen, biochemical, fluorescence polarization, human. Platelet-activating factor acetylhydrolase IB subunit alpha2 (Homo sapiens), P68402. recombinant PAFAH1B2, FP-rhodamine activity probe. inhibition, % at 3.39 µM. actives 1.2% (n = 340,000);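 active = inhibition above the mean of all tested compounds plus 3 SD, cut at about 24% in these data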;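 note: 0% = enzyme with DMSO and 100% = wells lacking PAFAH1B2; many of its hits are not listed in these tables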
LYPLA2 counter – LYPLA2 inhibitors, primary screen, counter-screen for PME1 inhibitor project, biochemical, fluorescence polarization, FP-Rh probe ABPP | Acyl-protein thioesterase 2 (Homo sapiens), O95372 | recombinant LYPLA2 | inhibition, % at 5.9 µM | actives 0.38% (n = 320,000);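 active = inhibition above the screen-wide mean plus 3 SD, limit set per campaign, cut at about 26% in these data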;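 note: 0% = LYPLA2 with DMSO and 100% = wells lacking LYPLA2 enzyme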
Target sequence (O95372 whole entry, looked up): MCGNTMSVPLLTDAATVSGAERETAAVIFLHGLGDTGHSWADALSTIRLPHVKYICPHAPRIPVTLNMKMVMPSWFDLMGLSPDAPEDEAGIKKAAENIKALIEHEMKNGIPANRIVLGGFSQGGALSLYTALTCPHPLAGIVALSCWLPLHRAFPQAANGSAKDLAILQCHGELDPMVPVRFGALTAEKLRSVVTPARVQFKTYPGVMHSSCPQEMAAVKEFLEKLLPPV
LYPLA1 inh – LYPLA1 inhibitors, primary screen, counter-screen for PME1 inhibitor project, biochemical, fluorescence polarization, FP-Rh probe ABPP; actives 0.16% (n = 320,000); AID 2174, 2009; inhibition, % at 5.9 µM; recombinant LYPLA1;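 active = inhibition above the mean of all tested compounds plus 3 SD, set per campaign, cut at about 14% in these data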;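 note: inhibitors block serine hydrolase probe labeling of LYPLA1 so polarization falls; 0% = enzyme with DMSO and 100% = wells lacking LYPLA1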
Target sequence (O75608 whole entry, looked up): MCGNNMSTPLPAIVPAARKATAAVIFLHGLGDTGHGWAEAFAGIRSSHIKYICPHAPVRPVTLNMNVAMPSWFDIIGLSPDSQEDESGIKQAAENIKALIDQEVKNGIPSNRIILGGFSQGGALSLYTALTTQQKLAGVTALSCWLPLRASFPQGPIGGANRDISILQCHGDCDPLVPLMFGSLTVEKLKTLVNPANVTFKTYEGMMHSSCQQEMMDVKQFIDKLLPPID
GSTO1 inh – inhibitors of recombinant GSTO1, primary screen, counter-screen for RBBP9 inhibitor project, biochemical, fluorescence polarization. activity-based probe fluorescence polarization. inhibition, % at 5.96 µM. actives 1.1% (n = 300,000);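 active = inhibition above the campaign mean inhibition plus 3 SD, cut at about 35% in these data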;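 note: 0% = GSTO1-1 with DMSO and 100% = wells lacking GSTO1-1 enzyme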
PAFAH1B3 FP inh – PAFAH1B3 enzyme inhibitors, primary screen, biochemical, fluorescence polarization, human | Platelet-activating factor acetylhydrolase IB subunit alpha1 (Homo sapiens), Q15102 | recombinant PAFAH1B3, FP-rhodamine probe | inhibition, % at 3.39 µM | actives 0.28% (n = 340,000) | AID 492972, 2010;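 active = inhibition above the screen-wide average of all tested compounds plus 3 SD, cut at about 25% in these data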;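 note: 0% = enzyme with DMSO only and 100% = wells lacking PAFAH1B3 protein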
PME-1 primary – PME-1 inhibitors via competitive probe labeling, primary screen, biochemical, fluorescence polarization, FP-Rh probe, HTS; inhibition, % at 5.9 µM; actives 0.53% (n = 320,000); recombinant PME-1; AID 2130, 2009;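 active = inhibition above the campaign mean of all compounds plus 3 SD, cut at about 26% in these data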;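 note: competitive labeling of PME-1 active site by serine hydrolase directed probe; 0% = PME-1 with DMSO and 100% = wells lacking PME-1 enzyme; inhibitors block probe labeling so polarization falls and inhibition rises; many of its hits are not listed in these tables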
Target sequence (Q9Y570 whole entry, looked up): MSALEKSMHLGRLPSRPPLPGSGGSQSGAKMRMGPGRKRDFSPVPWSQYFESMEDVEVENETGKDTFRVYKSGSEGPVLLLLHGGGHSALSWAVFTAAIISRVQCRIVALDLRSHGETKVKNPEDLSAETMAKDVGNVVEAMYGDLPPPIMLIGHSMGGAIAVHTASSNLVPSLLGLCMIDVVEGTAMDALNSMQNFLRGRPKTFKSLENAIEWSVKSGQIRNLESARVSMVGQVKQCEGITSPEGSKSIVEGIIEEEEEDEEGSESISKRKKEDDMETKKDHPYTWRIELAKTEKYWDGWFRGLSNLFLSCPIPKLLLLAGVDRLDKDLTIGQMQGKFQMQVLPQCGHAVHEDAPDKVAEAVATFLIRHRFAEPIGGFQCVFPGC
PAFAH2 inh – PAFAH2 enzyme inhibitors, primary screen, biochemical, fluorescence polarization, human; actives 0.99% (n = 340,000); AID 492956, 2010; recombinant PAFAH2, FP-rhodamine activity probe; inhibition, % at 3.39 µM; Platelet-activating factor acetylhydrolase 2, cytoplasmic (Homo sapiens), Q99487;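 active = inhibition above the mean over all tested compounds plus 3 SD, cut at about 30% in these data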;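 note: inhibitors block probe labeling of enzyme so polarization drops; 0% = enzyme with DMSO and 100% = wells lacking PAFAH2 protein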
pPAFAH FP inh – pPAFAH enzyme inhibitors, primary screen, biochemical, fluorescence polarization, human. Platelet-activating factor acetylhydrolase (Homo sapiens), Q13093. recombinant pPAFAH, FP-rhodamine probe fluorescence polarization. inhibition, % at 3.39 µM. actives 1.5% (n = 330,000). AID 463082, 2010;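 active = inhibition above the mean inhibition across the screen plus 3 SD, cut at about 25% in these data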;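 note: inhibitors block binding of the rhodamine activity-based probe so polarization drops; 0% = enzyme with DMSO and 100% = wells lacking pPAFAH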
* = called active by the depositor; . = no result given. A portion of the library. The share of hits here may be higher or lower than overall.

SMILES	PAD4 FP inh	PAFAH1B2 inh	LYPLA2 counter	LYPLA1 inh	GSTO1 inh	PAFAH1B3 FP inh	PME-1 primary	PAFAH2 inh	pPAFAH FP inh
Cc1nc2c3ccccc3nc(NNC(=O)CCC(=O)NC(C)C)n2n1	1	3	1	-1	2	5	1	-3	-3
CCCCOc1nc2ccccc2nc1NS(=O)(=O)c1ccc(F)cc1	-1	3	-7	-3	-5	8	-7	7	4
Cc1ccc(N2CC(C(=O)Nc3cc(C(F)(F)F)ccc3N3CCCC3)CC2=O)cc1 (stereo not given)	-3	-4	-2	-3	7	-6	3	4	2
N#Cc1ccc(C(=O)OCC(=O)N2CCOCC2)cc1	-3	4	4	1	5	6	-9	-9	-2
NC(=O)C1CCN(S(=O)(=O)Cc2ccccc2Cl)CC1	-2	3	2	7	-4	2	4	-3	2
CN1CCCN(C(=O)c2cc(-c3cccc4ccccc34)nc3ccccc23)CC1	-1	0	-4	-2	-6	6	3	-1	4
Cc1ccc(NC(=O)CCCOc2ccccc2)cc1S(=O)(=O)N1CCOCC1	-1	2	1	2	.	7	-4	5	4
Cc1ccc2cc(CN(Cc3ccco3)C(=O)C3CCCCC3)c(=O)[nH]c2c1C	-4	5	10	3	-5	6	-2	4	1
Cc1cc(C)cc(C(=O)NC(=S)Nc2ccc3[nH]c(=O)[nH]c3c2)c1	2	-5	-9	-6	-1	0	0	-14	1
CC(C)CCOc1ccc(C(=O)NN2C(=O)NC3(CCCCC3)C2=O)cc1	1	4	4	0	-1	3	-8	-4	24
CCN(CC)CCCNC(=S)N(CCO)Cc1cc2cc3c(cc2[nH]c1=O)OCCO3	2	6	-1	-1	4	5	2	4	0
C=CCNC(=O)NC(=O)COC(=O)[C@H](C)NS(=O)(=O)c1c(C)c(C)cc(C)c1C	-7	5	2	0	-4	-1	2	3	4
O=C(Nc1cccnc1)c1cc(-c2ccc(Br)cc2)on1	3	5	1	2	19	2	3	2	5
Cc1ccc(Cl)cc1N1CCN(S(=O)(=O)c2cnc[nH]2)CC1	-4	2	-3	-3	2	1	0	8	-3
CCS(=O)(=O)N1CCN(C(=O)CCC2CCCC2)CC1	-3	-3	0	-2	8	-1	-2	-1	3
CCCn1cc(CN2CCC(N3CCC(C(=O)N4CCOCC4)CC3)CC2)c(C)n1	0	2	-3	0	14	-3	0	-2	-1
COc1cccc(COc2ccc3c(C)cc(=O)oc3c2)c1	0	5	4	-2	0	3	2	7	6
COCCN1Cc2cccc(C(=O)Nc3c(C)cc(C)cc3C)c2C1=O	2	0	-5	-5	-2	-3	-3	-6	-2
CCOc1cc(CN2CCOCC2)cc(C(C)=O)c1	0	6	1	-1	2	5	-1	-13	3
CS(=O)(=O)N1CCN(CCN2C(=O)c3cccc4cccc(c34)C2=O)CC1	-1	4	6	2	1	6	1	10	-2
O=C(CCS(=O)(=O)c1ccc(F)cc1)Nc1nnc(-c2ccco2)o1	-2	6	2	0	5	5	1	8	-2
C/C(Cn1cnc([N+](=O)[O-])n1)=N\NC(=O)c1ccc(F)cc1	3	10	-6	-1	10	4	1	-4	1
COc1ccc(CN2CCN(C(=O)c3ccc4c(c3)CCC4)CC2)cc1OC	-4	2	.	.	.	3	.	0	0
CN(C(=O)CSc1nnc(Cc2ccccc2F)n1N)C1CCCCC1	-3	3	.	.	.	9	.	6	-5
COc1cc(-c2cc(C(=O)Nc3ccc(S(=O)(=O)Nc4ncccn4)cc3)c3ccccc3n2)cc(OC)c1OC	1	0	7	-4	-3	-1	-5	-4	0
COc1ccccc1OCC(=O)Nc1ccccc1C(=O)NCc1cccnc1	0	4	2	5	4	0	1	7	-5
COc1ccc(NC(=O)Nc2ccccc2SC)cc1	0	7	-3	-3	5	6	4	1	-1
CCOc1cccc(/C=N/NC(=S)NCCN2CCOCC2)c1O	0	8	-6	-1	-22	1	-4	11	-3
COc1cccc(/C=C2\SC(=S)N(CC3CCCO3)C2=O)c1 (stereo not given)	-8	4	-5	-2	6	-4	7	5	8
Cc1ccnc(NC(=O)c2cccc(OC(F)F)c2)n1	0	2	-1	1	2	-4	-2	9	-2
Cc1ccc(C(=O)Nc2ccc3c(c2)OCO3)cc1	-8	5	5	-1	9	6	2	1	9
O=S(=O)(c1ccc(Br)cc1Cl)N1CCN(CCO)CC1	-1	5	1	0	6	-2	-2	6	3
CC(C)CN(C(=O)COC(=O)CCc1nc2ccccc2s1)c1c(N)n(Cc2ccccc2)c(=O)[nH]c1=O	-6	2	1	-1	-2	1	-7	-1	3
CCOC(=O)c1sc(SC)c(C(C)=O)c1C	1	5	-3	-4	3	4	-4	-6	2
CC1CCN(CCOCCOc2ccccc2Br)CC1	2	0	-3	-3	7	-3	-6	0	1
COc1ccc(C(=O)Nn2c(SCc3cccc([N+](=O)[O-])c3)nc3ccccc3c2=O)cc1	0	-11	-38	-23	-14	-22	-39	-31	4
Cc1ccc(CCNC(=O)c2nnn(-c3cc(C)cc(C)c3)c2N)cc1	-4	6	-4	1	2	-5	3	0	-2
CC(C(=O)Nc1ccc2c(c1)OCO2)n1cnc2c1c(=O)n(C)c(=O)n2C (stereo not given)	1	-2	2	4	.	7	7	12	3
Nc1[nH]ncc1-c1ccccc1	1	1	3	4	8	0	0	1	0
Cc1cc(C)c(NC(=O)CS(=O)CC(=O)N2CCN(c3cccc(C)c3C)CC2)c(C)c1 (stereo not given)	4	0	-5	0	9	12	3	-3	-3
CC1(C)C(=O)CC[C@@]2(C)[C@H]1CC[C@@]1(C)CC3=C(CC[C@@H]12)[C@@]1(C)CCC(=O)C(C)(C)[C@@H]1CC3	0	.	4	-1	6	.	-1	.	2
Cc1nc(C(=O)NCCCO)cc2c1[nH]c1ccccc12	-5	4	-11	-7	0	14	-6	1	-1
Cc1ccc(NC(=O)c2cc(S(=O)(=O)NCCc3ccccc3)ccc2F)cc1Cl	0	9	-55	-34	-11	-16	-58	-42	-11
O=C(Oc1cccc(C(=S)N2CCOCC2)c1)c1ccccc1	0	6	8	7	3	-3	-8	-2	5
COc1ccc2c(c1)OC[C@H]1[C@H]2N2C(=O)c3ccc(C)cc3NC(=O)[C@@]2(C)[C@H]1c1ccccc1	-4	-8	.	.	.	-3	.	-16	-4
Cc1cc(/C=C(\C#N)C(=O)NC2CCCCCC2)c(C)n1C	-5	4	3	3	-3	-8	3	-4	4
CC(C)NC(=O)COC(=O)C1CSC2(c3ccc(Br)cc3)CCC(=O)N12 (stereo not given)	2	8	2	-3	9	5	-5	6	3
O=C(Nc1nsc(-c2ccccc2)n1)c1cccs1	2	2	2	0	-4	-5	-3	1	3
Cc1nc(-c2ccc(Cl)cc2)sc1C1(C)CC(c2ccc(Cl)cc2)=NO1 (stereo not given)	-2	2	-5	-5	12	-8	0	-10	-5
Cc1cc(C)cc(NC(=O)/C=C/c2ccc([N+](=O)[O-])s2)c1	1	-6	-4	-7	13	3	-3	1	4
CCOC(=O)C1=C(C)Nc2nc3ccccc3n2C1c1ccncc1 (stereo not given)	0	6	0	3	9	7	0	9	2
CC(=O)c1cccc(S(=O)(=O)Nc2ccccc2N2CCOCC2)c1	-7	9	.	.	.	10	.	10	6
CC(C)OC(=O)CN1C(=O)C(C)(C)Oc2ccc(C(=O)NC3CC3)cc21	2	6	-1	-3	3	-3	-3	0	-2
CC(=O)N1CC(c2ccccc2)C(c2ccc(Cl)cc2)=N1 (stereo not given)	-1	0	-9	3	2	-1	2	-9	4
O=C(O)CC1S/C(=N/N=C/c2ccccn2)NC1=O (stereo not given)	3	3	1	2	5	4	5	3	2
O=C(CNC(=O)c1ccco1)Nc1ccc2c(c1)OCCO2	2	2	-3	-2	7	4	2	-5	1
Cc1cccc(Nc2nnc(SCC(=O)NC(=O)CN3CCCC3=O)s2)c1	-3	6	8	0	.	11	0	-22	-2
O=C1CCc2cc(S(=O)(=O)Nc3ccccc3F)ccc2N1	-1	2	2	-1	.	-4	10	3	0
Cc1cccc(C)c1NC(=O)c1cccc(N2C(=O)C3CCC(C)CC3C2=O)c1 (stereo not given)	-1	1	2	-3	1	3	-1	-4	-2

3 compounds already listed, arranged by the number in PAFAH2 inh, high to low:
Molecule	PAFAH2 inh
O=C(CCS(=O)(=O)c1ccc(F)cc1)Nc1nnc(-c2ccco2)o1	8
O=C(Nc1nsc(-c2ccccc2)n1)c1cccs1	1
Cc1nc2c3ccccc3nc(NNC(=O)CCC(=O)NC(C)C)n2n1	-3

Reprinted at random: four entries already listed, in no set order.
SMILES	PAD4 FP inh	PAFAH1B2 inh	LYPLA2 counter	LYPLA1 inh	GSTO1 inh	PAFAH1B3 FP inh	PME-1 primary	PAFAH2 inh	pPAFAH FP inh
Cc1cc(/C=C(\C#N)C(=O)NC2CCCCCC2)c(C)n1C	-5	4	3	3	-3	-8	3	-4	4
O=C(O)CC1S/C(=N/N=C/c2ccccn2)NC1=O (stereo not given)	3	3	1	2	5	4	5	3	2
CC(=O)c1cccc(S(=O)(=O)Nc2ccccc2N2CCOCC2)c1	-7	9	.	.	.	10	.	10	6
Cc1cccc(Nc2nnc(SCC(=O)NC(=O)CN3CCCC3=O)s2)c1	-3	6	8	0	.	11	0	-22	-2

Sorted by count of non-hydrogen atoms (smallest number first): 4 of the compounds above.
SMILES	PAD4 FP inh	PAFAH1B2 inh	LYPLA2 counter	LYPLA1 inh	GSTO1 inh	PAFAH1B3 FP inh	PME-1 primary	PAFAH2 inh	pPAFAH FP inh
CC(=O)N1CC(c2ccccc2)C(c2ccc(Cl)cc2)=N1 (stereo not given)	-1	0	-9	3	2	-1	2	-9	4
Cc1cc(/C=C(\C#N)C(=O)NC2CCCCCC2)c(C)n1C	-5	4	3	3	-3	-8	3	-4	4
CCOC(=O)C1=C(C)Nc2nc3ccccc3n2C1c1ccncc1 (stereo not given)	0	6	0	3	9	7	0	9	2
CC(C)OC(=O)CN1C(=O)C(C)(C)Oc2ccc(C(=O)NC3CC3)cc21	2	6	-1	-3	3	-3	-3	0	-2
